# SV40 large T antigen – SV40 large T antigen inhibitors, biochemical (AID 1903). SV40 large T antigen ATPase/helicase inhibition assay; higher % means a stronger effect. inhibition, % at 20 µM; hits with a dose series show IC50 in µM. actives 0.39% (n = 310,000); in the data active means a potency from the dose series; inconclusive means inhibition mostly from about 32% at the one dose, without a potency; inactive means the rest, 99 in 100 with inhibition below about 32%; further: strong numbers were not always called active
# Rac1 GTP hydrolysis – MgcRacGAP GTPase-activating activity inhibitors, confirmation, biochemical, ADP Hunter fluorescence | Rac GTPase-activating protein 1 (Homo sapiens) | MgcRacGAP-stimulated Rac1 GTP hydrolysis, ADP Hunter fluorescence; higher % means a stronger effect; GST-tagged Rac1 F28L mutant substrate | inhibition, % at 30 µM; hits with a dose series show IC50 in µM | actives 0.6% (n = 340,000) | AID 624330, 2012;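 active means first-screen hits whose inhibition reached a set limit at any dose in the follow-up dose series; inconclusive means inhibition above the set first-screen limit but never retested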;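 further: fluorescence reports GDP produced by GAP-driven GTP hydrolysis; strong numbers were not always called active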
# TNAP activation fold – human TNAP enzyme activators, primary screen, biochemical, luminescent, no phosphate acceptor, uHTS (AID 1001) | Alkaline phosphatase, tissue-nonspecific isozyme (Homo sapiens) | purified TNAP, luminescent activation assay, no phosphate acceptor; higher activation fold means a stronger effect | one-dose activation fold at 20 µM; EC50 in µM for titrated hits | actives 0.03% (n = 200,000); in the data active means activation fold from about 3, or a potency from the dose series; inactive means the rest, 99 in 100 with activation fold below about 1.6; further: many of its hits are not listed in these tables
# RSV CPE inhibition – RSV antiviral activity via CPE protection, HEp-2 cells, primary 10 µM value included (AID 2391). HEp-2 cells, RSV-induced CPE inhibition; higher % means a stronger effect. CPE inhibition, % at 10 µM, or IC50 in µM where a hit was titrated. actives 0.13% (n = 310,000); in the data active means a potency from the dose series; inconclusive means CPE inhibition mostly from about 23% at the one dose, without a potency; inactive means the rest, 99 in 100 with CPE inhibition below about 21%; further: strong numbers were not always called active
# T cell HTS – modulators of CD8 T cell-vesicle binding, primary screen, mouse 2C CD8+ T cells, flow cytometry | calls only at 7 µM | 2C CD8+ T cell-vesicle binding; stronger effect = lower value | actives 0.068% (n = 330,000) | AID 2052, 2009;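 active means response, share of CD8 T cells binding vesicles, and their 90th percentile fluorescence all below set limits, cut at about 80% in these data, passing the limit was not always enough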
#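 Material: murine 2C transgenic CD8+ T lymphocytes / Also added: QL9-peptide-loaded Drosophila micro-vesicles bearing Ld, ICAM-1 and B7-1 / Schedule: binding step 1.5 h, 37 °C, antibody labelling 20 min, ice / Signal: flow cytometry, PE anti-B7-1 (FL2) versus Alexa647 anti-CD8 (FL8), PFA-fixed / Evaluation: percent CD8+ FL2 mean versus row control / Benchmarks: naked versus QL9-loaded vesicles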
# UTI89 phage lysis – inhibition of K1F phage lysis, E. coli UTI89, bacterial capsule biogenesis inhibitors, alamar blue (AID 488966); E. coli UTI89 K1F phage lysis, alamar blue, 2 h; higher % means a stronger effect; one-dose inhibition, % at 100 µM; IC50 in µM for titrated hits; actives 0.02% (n = 340,000);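 active means phage lysis inhibition, versus mean bacterial control, above a set limit; inconclusive means no clear call, values can overlap the other calls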;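 further: capsule biogenesis inhibitors block K1F phage lysis so surviving cells raise fluorescence; higher fluorescence means more inhibition of phage lysis; actives were called in the ten point dose series up to 300 µM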
# NTR1 agonist – agonists of NTR1, primary screen, imaging, U2OS cells, beta-arrestin-GFP, high content (AID 493036); Neurotensin receptor type 1 (Homo sapiens), P30989; NTR1-U2OS beta-arrestin-GFP spot imaging, agonist mode; activation, % at 20 µM; actives 0.17% (n = 330,000);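 active means activation at or above 40% of the spot to cytoplasm intensity ratio, with at least 20 cells analyzed; inconclusive means wells under 20 cells, flagged as cytotoxic or low count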;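 further: 0% = DMSO without peptide and 100% = 100 nM NTR1 peptide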
# Target sequence (P30989 whole entry, looked up): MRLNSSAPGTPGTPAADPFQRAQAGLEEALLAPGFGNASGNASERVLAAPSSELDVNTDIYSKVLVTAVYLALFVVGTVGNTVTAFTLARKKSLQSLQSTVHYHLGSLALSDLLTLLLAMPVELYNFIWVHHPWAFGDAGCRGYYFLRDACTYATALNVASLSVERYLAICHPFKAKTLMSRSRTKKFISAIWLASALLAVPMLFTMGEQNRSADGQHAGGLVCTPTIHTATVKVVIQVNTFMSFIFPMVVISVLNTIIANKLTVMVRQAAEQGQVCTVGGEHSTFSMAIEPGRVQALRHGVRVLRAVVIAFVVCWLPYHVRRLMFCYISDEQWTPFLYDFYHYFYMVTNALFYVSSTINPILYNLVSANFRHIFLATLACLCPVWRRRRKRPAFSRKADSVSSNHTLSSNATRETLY
# PhoP inhibition – inhibitors of PhoP regulon expression, primary screen, Salmonella Typhimurium, GFP reporter (AID 1863); actives 0.16% (n = 300,000); one-dose inhibition, % at 50 µM; IC50 in µM for titrated hits; S. Typhimurium PhoP-regulated promoter GFP reporter, 4 h; higher % means a stronger effect;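 active means inhibition over 29.93%, a cutoff 3 SD above the screen mean, later confirmed by dose response; inconclusive means inhibition over 29.93% but no dose response follow-up; inactive means inhibition at most 29.93% or unconfirmed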;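 further: 0% = low Mg2+ inducing control and 100% = high Mg2+ repressing control; strong numbers were not always called active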
# Myeloid diff MLP – induction of myeloid progenitor differentiation, primary screen, cell-based, flow cytometry, MLPCN library; ER-HoxA9 myeloid progenitors, lysozyme-GFP differentiation; calls only at 10 µM; actives 1% (n = 360,000);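 active means normalized GFP-positive differentiation at or above the plate's own cutoff, the solvent-only control mean plus 3 SD; inconclusive means no clear call, values can overlap the other calls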;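 further: cells exposed to compound for four days before flow analysis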
# T cell HTS vesicle-bound % – second read-out of T cell HTS, no call of its own (marks repeat the call); double positive events, %; measured here: CD8+ vesicle-bound cell fraction;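 binding gate set so that unloaded-vesicle control wells show 10% double positive cells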
# NTR1 agonist cell count 20 µM – also measured in NTR1 agonist; calls as there; cell count; measured here: cell count, cytotoxicity flag
# Myeloid diff MLP GFP+ MAC1+ % – further read-out of Myeloid diff MLP, marked with its call; GFP+ MAC1+ double positive, %; measured here: differentiation confirmed by MAC1 staining
# Starred values were filed as active, the others as inactive; i = inactive; ? = inconclusive; / = no result given; [ ] = dose if it differs, or a comment.
# The line under a structure holds: SV40 large T antigen	Rac1 GTP hydrolysis	TNAP activation fold	RSV CPE inhibition	T cell HTS	T cell HTS vesicle-bound %	UTI89 phage lysis	NTR1 agonist	NTR1 agonist cell count 20 µM	PhoP inhibition	Myeloid diff MLP	Myeloid diff MLP GFP+ MAC1+ %
CCOc1ccc(NC(=O)N2CCC(n3nnc4ccccc43)CC2)cc1
→ -5%	11%	1.1	2.3%	i	63	3.0%	0.2	88	3%	i	0.3
Cc1ccc(C(C)NC(=O)c2cccnc2)cc1 (centres undefined)
→ 9%	5%	/	2.8%	i	15	0.6%	-0.8	40	/	i	0.5
CN(C(=O)CSc1nc(O)cc(=O)n1C1CCCC1)c1ccccc1
→ 10%	-8%	/	2.9%	i	36	3.4%[50 µM]	1.5	48	0%	i	1.0
COc1cc(NC(=O)N2c3ccccc3Sc3ccccc32)c(C(=O)O)cc1OC
→ 18%	?	/	2.4%	i	49	-0.4%	-0.4	47	-3%	i	0.3
CC1CC1C(=O)OCC(=O)NNC(=O)c1ccc([N+](=O)[O-])cc1 (centres undefined)
→ /	3%	/	0.7%	i	40	0.8%[50 µM]	0.3	76	/	i	1.3
COc1cc(CC(NC(C)=O)C(=O)NC2CCN(C(=O)C3CC3)CC2)cc(OC)c1 (centres undefined)
→ 17%	-2%	1.1	-2.1%	i	36	0.3%	0.7	24	12%	i	0.0
CS(=O)(=O)N1CCN(C(=O)Cc2ccc([N+](=O)[O-])cc2)CC1
→ -9%	3%	/	-0.9%	i	8	0.0%	0.2	48	7%	i	1.2
O=S(=O)(NCc1c(Cl)cccc1Oc1ccccc1)c1ccccc1
→ 9%	-3%	/	?	i	18	-2.3%	5.3	51	-2%	i	1.3
COc1ccc(C2=NCCn3c2c2ccc(C(F)(F)F)cc2[n+]3[O-])cc1
→ 2%	9%	/	0.1%	i	42	0.2%	-0.9	33	/	i	0.7
CCc1cc(Br)ccc1NC(=S)NCCc1ccccc1
→ 9%	-11%	/	1.6%	i	21	-0.4%	0.7	60	-1%	i	4.2
COc1cc(C2CC(=O)N(CC(=O)NCC3CCCO3)c3ccccc3S2)cc(OC)c1OC (centres undefined)
→ -3%	1%	1.1	0.6%	i	57	1.6%	-0.1	91	0%	i	0.1
O=S(=O)(Nc1c(F)cccc1F)c1ccc(Cl)nc1
→ 9%	3%	/	-1.5%	i	19	-1.7%	-0.5	52	8%	i	0.6
Cc1ccc2[nH]c(=O)c(C(c3nnnn3Cc3ccccc3)N3CCc4ccccc43)cc2c1 (centres undefined)
→ 24%	9%	1.1	?	i	35	0.3%	0.3	71	-15%	i	1.6
O=c1c2ccccc2nc2ccc(NCc3cccs3)nn12
→ 9%	6%	1.1	0.6%	i	6	-0.2%	2.6	56	-1%	i	0.4
COc1cccc2sc(/N=C/N(C)C)nc12
→ 11%	6%	/	0.4%	i	12	1.3%	-0.2	60	-3%	i	0.4
CCc1sc(C(=O)NC)cc1Br
→ 1%	3%	1.1	0.1%	i	32	4.6%	-1.4	59	6%	i	1.1
CC(C)(C)C(=O)Nc1ccccc1C(=O)NCCCn1ccnc1
→ 10%	6%	1.1	-0.9%	i	55	-1.0%	1.5	41	-4%	i	0.7
O=C(O)c1ccccc1C(=O)NNc1ccc(Cl)cc1
→ 2%	2%	1.1	-0.7%	i	28	0.8%	1.1	86	7%	i	0.8
COc1cc(C=O)ccc1OC(=O)c1ccncc1
→ 24%	15%	1.1	0.4%	i	33	0.2%	-0.2	81	1%	i	0.0
COc1ccc(S(=O)(=O)N2CCCN(CC(=O)C(C)(C)C)CC2)cc1
→ 6%	4%	1.1	0.6%	i	29	1.9%	-4.6	90	0%	i	0.3
Cn1c(=O)n(C)c2cc([N+](=O)[O-])c(N3CCN(C(=O)c4ccc(Cl)cc4)CC3)cc21
→ 0%	-1%	1.1	1.1%	i	41	-0.4%	0.5	55	-1%	i	2.8
CC(C)CCNC(=O)C(=O)Nc1ccccc1
→ 16%	6%	0.9	0.0%	i	57	-0.1%	0.0	89	-2%	i	1.0
COc1ccc(S(=O)(=O)N2CCN(C3CCN(Cc4ccccc4)CC3)CC2)cc1
→ 5%	8%	1	0.2%	i	37	3.2%[50 µM]	-1.9	47	4%	i	0.3
O=C(/C=C/c1ccc2c(c1)OCO2)NCc1ccncc1
→ 9%	8%	/	/	i	42	-2.0%	-1.9	48	7%	i	0.7
O=C(CNS(=O)(=O)c1ccccc1)N/N=C\c1ccc(Cl)cc1
→ 7%	7%	1.2	4.5%	i	29	3.0%	1.9	41	28%	i	0.6
COc1ccccc1NC(=O)C1CCCN(S(=O)(=O)c2ccc3[nH]c(=O)ccc3c2)C1 (centres undefined)
→ /	7%	/	-0.2%	i	40	3.2%	1.0	55	/	i	2.6
Cc1nc2ccc(C(=O)N/N=C/c3cc([N+](=O)[O-])ccc3O)cc2[nH]1
→ -5%	2%	0.7	2.2%	i	57	0.2%	-0.1	77	-2%	i	0.2
CCOC(=O)C1CCN(C(=O)CSc2ccc(Br)cc2)CC1
→ 6%	9%	1.1	-1.0%	i	67	0.8%	-0.7	31	2%	i	0.2
CCCn1c(N)c(C(=O)CSc2nc(N)cc(=O)[nH]2)c(=O)n(C)c1=O
→ /	12%	/	-0.2%	i	44	0.7%[50 µM]	-0.8	85	/	i	0.4
O=S(=O)(c1ccc(Cl)cc1)N1CCCCCC1
→ 21%	4%	/	3.0%	i	6	-0.1%	-1.1	57	-3%	i	1.6
COc1ccc(/C=C(/CC(=O)Nc2ccc(C)cc2)c2nc3ccccc3s2)cc1
→ -2%	4%	1.1	2.2%	i	47	1.2%[50 µM]	2.4	81	1%	i	0.1
COc1ccc(NC(=O)CCN2C(=O)c3ccncc3C2=O)cc1OC
→ 9%	-3%	/	2.0%	i	31	0.2%	-0.6	44	-8%	i	0.4
COc1ccc(-c2nnc(N(C)C(=O)c3ccco3)s2)cc1OC
→ 4%	4%	/	1.1%	i	21	0.2%	0.7	67	-2%	i	0.4
Cc1ccc(C)c(N2CCN(C(=O)C3CCCCN3S(=O)(=O)c3ccc(F)cc3)CC2)c1 (centres undefined)
→ -17%	10%	1	2.3%	i	10	0.0%	0.7	51	14%	i	1.0
Cc1cccc(N2CCN(C(=O)c3oc4ccc(Br)cc4c3C)CC2)c1C
→ /	2%	/	/	i	25	0.5%[50 µM]	3.5	51	/	i	0.2
O=C(CC1(O)C(=O)Nc2ccccc21)c1ccc(-n2cccc2)cc1 (centres undefined)
→ 13%	12%	1	2.3%	i	25	0.4%	1.3	73	2%	i	0.0
Cc1c(Cl)cccc1N(CC(=O)NC(C)c1ccccc1)S(C)(=O)=O (centres undefined)
→ -1%	12%	/	0.5%	i	9	1.1%	0.5	65	-2%	i	0.9
CC(C)(C)CC(=O)Nc1nnc(SCC(=O)NC2CCCCC2)s1
→ 5%	8%	/	2.1%	i	27	0.1%	-1.0	37	1%	i	1.9
O=c1c2ccccc2cnn1Cc1cccc(Br)c1
→ 3%	3%	1	4.4%	i	46	-0.3%	1.1	48	9%	i	0.2
C=CCn1c(N)c(C(=O)OCC(C)C)c2nc3ccccc3nc21
→ -11%	9%	1.1	/	/	/	0.0%	1.3	47	12%	i	0.0
COc1ccc(CCNC(=S)N2CCC(C(=O)c3ccc(F)cc3)CC2)cc1OC
→ 4%	15%	1.2	-1.4%	i	10	-0.5%	3.7	31	-1%	i	0.4
CC(O)c1cccc(NC(=O)C2CCCCC2)c1 (centres undefined)
→ 10%	1%	1.1	-0.6%	i	28	-0.3%	0.7	38	5%	i	0.7
Cc1[nH]nc(SCC(=O)N2CCC(C)CC2)c1[N+](=O)[O-]
→ 21%	6%	1	1.1%	i	29	0.8%	-0.8	70	-2%	i	0.8
COC(=O)C1=C(N)N(c2ccc(F)cc2)C2=C(C(=O)CCC2)C1c1ccc2c(c1)OCO2 (centres undefined)
→ 1%	-9%	1.1	2.4%	i	48	-0.1%[50 µM]	4.1	60	-7%	i	0.0
C=CCn1c(SCC(=O)NCC)nnc1-c1cc2c(s1)CCC(CC)C2 (centres undefined)
→ 4%	10%	1.1	15%	i	54	-0.9%[50 µM]	2.7	64	1%	i	1.4
CN(C)C(=O)c1ccc(NC(=O)COC(=O)C2(c3ccccc3)CCCC2)cc1
→ /	-2%	/	/	i	40	0.8%[50 µM]	-0.4	72	/	i	0.7
OCCC1CN(Cc2cc3c(cc2Cl)OCO3)CCN1C1CCCCC1 (centres undefined)
→ -2%	11%	1	-0.5%	i	51	0.0%	-1.2	97	14%	i	1.0
COc1cc(C)c(NC(=S)Nc2cccc(Cl)c2C)cc1OC
→ 6%	6%	1	10%	i	34	-5.4%	0.1	80	4%	i	0.7
COc1ccc(-c2nn(-c3ccccc3)cc2/C=N/Nc2ccccn2)cc1
→ 2%	/	1	3.3%	i	15	/	9.7	61	4%	/	/
O=C(Cn1nnc(-c2ccc(N3CCOCC3)cc2)n1)N1CCOCC1
→ 20%	/	/	0.8%	i	21	/	-0.3	67	-1%	/	/

# Random excerpt: two entries already listed, in no set order.
# The line under a structure holds: SV40 large T antigen	Rac1 GTP hydrolysis	TNAP activation fold	RSV CPE inhibition	T cell HTS	T cell HTS vesicle-bound %	UTI89 phage lysis	NTR1 agonist	NTR1 agonist cell count 20 µM	PhoP inhibition	Myeloid diff MLP	Myeloid diff MLP GFP+ MAC1+ %
COc1cccc2sc(/N=C/N(C)C)nc12
→ 11%	6%	/	0.4%	i	12	1.3%	-0.2	60	-3%	i	0.4
CC(O)c1cccc(NC(=O)C2CCCCC2)c1 (centres undefined)
→ 10%	1%	1.1	-0.6%	i	28	-0.3%	0.7	38	5%	i	0.7
